SUMO1 PPI mod – modulators of SUMO1 protein-protein interactions, primary screen, biochemical, uHTS; SUMO1 binding to a labelled peptide, TR-FRET, 1 h; Small ubiquitin-related modifier 1 (Homo sapiens), P63165; 360,000 compounds, 0.33% hits; inhibition, % at 20 µM; in the data active means inhibition above about 37%
Target sequence (P63165 whole entry, looked up): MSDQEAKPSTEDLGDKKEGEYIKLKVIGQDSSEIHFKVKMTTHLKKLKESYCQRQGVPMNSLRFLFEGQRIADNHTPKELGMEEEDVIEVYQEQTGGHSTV
NadD inh – inhibitors of S. aureus NadD, primary screen, biochemical, colorimetric, uHTS; Nicotinate-nucleotide adenylyltransferase NadD (Staphylococcus aureus N315); purified NadD enzyme, colorimetric absorbance read-out; inhibition, % at 20 µM; 360,000 compounds, 0.78% hits; AID 602399, 2012; in the data active means inhibition above about 26%; further: some compounds past the cut are filed as inactive
Rpn11 inh – Rpn11 (PSMD14) deubiquitinase inhibitors, primary screen, biochemical, fluorescence polarization, uHTS; 26S proteasome non-ATPase regulatory subunit 14 (Homo sapiens), O00487; human 26S proteasome, Ub4-pepOG fluorescence polarization; 20S core pre-blocked with epoxomicin; calls only at 20 µM; 360,000 compounds, 0.59% hits; AID 588493, 2011;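 active means inhibition at 20 µM, scaled to each plate's controls, above about 33%, limit read from the data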
CSN inh – inhibitors of CSN-mediated cullin deneddylation, primary screen, biochemical, fluorescence polarization, uHTS | COP9 signalosome complex subunit 5 (Homo sapiens), Q92905 | Purified CSN, SCF-Nedd8-OG deneddylation | inhibition, % at 12.5 µM | 360,000 compounds, 0.38% hits;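 active means pattern-corrected inhibition above about 35%, with an unprinted fluorescence ratio check between 0.5 and 1.5, limit read from the data, passing the limit was not always enough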;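 further: 0% = enzyme with substrate and 100% = substrate without enzyme; some results filed as inactive read as strong as hits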
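Material: human Csn5 produced in HEK293T cells; Input: enzyme 0.24 nM; Reagent: SCFSkp2-Nedd8OG substrate at 10 nM final; Dosing: 12.5 µM compound; Incubation: 90 min reaction at room temperature; Detection: fluorescence polarization of the substrate; Evaluation: % inhibition of substrate cleavage by Csn5; Control set: substrate-only high control, full reaction low control.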
STEP block – STEP phosphatase inhibitors, primary screen, biochemical, fluorescence intensity, uHTS; Tyrosine-protein phosphatase non-receptor type 5 (Homo sapiens), P54829; recombinant STEP, OMFP fluorogenic substrate; inhibition, % at 20 µM; 360,000 compounds, 0.25% hits; AID 588621, 2011;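 active means inhibition at 20 µM, scaled per plate between control wells, above about 37%, limit read from the data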;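 further: 0% = DMSO with enzyme and substrate and 100% = substrate only without enzyme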
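Assay system: isolated STEP enzyme. Buffer or medium: pH 6.0 Bis-Tris with DTT and Tween 20. Also added: fluorogenic phosphatase substrate OMFP at 25 µM final. Dosing: 20 µM, 1% DMSO. Timing: 20 min reaction, room temperature, in the dark. Measured by: fluorescence intensity, excitation 480 nm, emission 540 nm. Evaluation: normalized % inhibition.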
Scp1 inh – Scp-1 phosphatase inhibitors, primary screen, biochemical, colorimetric, uHTS; Carboxy-terminal domain RNA polymerase II polypeptide A small phosphatase 1 (Homo …; Recombinant Scp1, phosphopeptide, malachite green phosphate absorbance; inhibition, % at 20 µM; 340,000 compounds, 0.88% hits; AID 493091, 2011;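 active means inhibition above about 50% at 20 µM, limit read from the data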;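 further: plate controls were DMSO wells with enzyme for no effect and wells lacking enzyme for full effect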
Target sequence (Q9GZU7 76-261 limits assumed): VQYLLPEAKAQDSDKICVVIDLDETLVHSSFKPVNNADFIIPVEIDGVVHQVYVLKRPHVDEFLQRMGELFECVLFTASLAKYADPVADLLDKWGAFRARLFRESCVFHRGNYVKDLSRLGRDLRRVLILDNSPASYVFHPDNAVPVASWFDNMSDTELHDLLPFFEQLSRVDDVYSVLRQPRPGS
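Material – SCP-1 phosphatase catalytic domain, residues 76-261 · Buffer or medium – Acidic Tris acetate buffer with magnesium and detergent · Also added – Phospho 17-mer peptide substrate · Compound – single 20 µM dose, 1% DMSO · Times – 45 min room-temperature reaction, 5 min colour, 30 min stabiliser · Technique – Phosphate-binding colour reagent, absorbance read at 630 nm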
Neddylation inh – inhibitors of cullin neddylation, primary screen, biochemical, TR-FRET, uHTS, NAE and Ubc12. AID 651699, 2012. calls only at 25 µM. 360,000 compounds, 0.58% hits; in the data active means inhibition above about 36%
Target sequence (P61081 whole entry, looked up): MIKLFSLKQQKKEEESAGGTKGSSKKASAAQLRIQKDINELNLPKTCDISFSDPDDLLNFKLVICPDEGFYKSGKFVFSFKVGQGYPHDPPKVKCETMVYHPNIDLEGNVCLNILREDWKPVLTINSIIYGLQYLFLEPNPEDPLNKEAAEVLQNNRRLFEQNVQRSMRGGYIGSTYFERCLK
Target sequence (Q13564 whole entry, looked up): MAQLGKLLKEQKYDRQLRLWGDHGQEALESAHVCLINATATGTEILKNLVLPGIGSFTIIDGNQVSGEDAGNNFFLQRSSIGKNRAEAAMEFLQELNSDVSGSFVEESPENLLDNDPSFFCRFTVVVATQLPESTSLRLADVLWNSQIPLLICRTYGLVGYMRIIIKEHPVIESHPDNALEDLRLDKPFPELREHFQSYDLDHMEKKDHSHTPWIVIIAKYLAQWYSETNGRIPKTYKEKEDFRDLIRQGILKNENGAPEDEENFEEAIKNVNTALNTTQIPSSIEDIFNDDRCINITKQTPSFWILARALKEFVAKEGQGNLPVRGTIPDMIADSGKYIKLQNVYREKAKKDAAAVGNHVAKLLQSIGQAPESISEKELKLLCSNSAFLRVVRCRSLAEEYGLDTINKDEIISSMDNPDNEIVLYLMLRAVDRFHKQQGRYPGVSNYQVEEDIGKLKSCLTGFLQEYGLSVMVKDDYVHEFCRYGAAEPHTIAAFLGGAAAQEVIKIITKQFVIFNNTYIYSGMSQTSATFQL
LMPTP inh – LMPTP phosphatase inhibitors, primary screen, biochemical, fluorescence intensity, uHTS. recombinant LMPTP-A, OMFP fluorogenic substrate. inhibition, % at 20 µM. 360,000 compounds, 0.22% hits;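 active means compounds that cut the enzyme signal by at least half of the control window in the single-dose screen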;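 further: plate controls were DMSO wells with enzyme plus substrate for no effect and substrate without enzyme for full effect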
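Test system – LMPTP-A enzyme · Amount – LMPTP-A at 0.625 nM final in the reaction · Buffer or medium – Bis-Tris pH 6.0, DTT, detergent · Reagent – OMFP 400 µM · Doses – single 20 µM dose · Schedule – reaction 50 min, room temperature, dark · Detection – fluorescence intensity of OMFP turnover product · Evaluation – percent inhibition versus substrate-only and uninhibited controls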
DNMT1 block – human DNMT1 methyltransferase inhibitors, primary screen, biochemical, molecular beacon, fluorescence, HinP1I cleavage, uHTS. inhibition (reported as % activation of signal), % at 10 µM. DNA (cytosine-5)-methyltransferase 1 (Homo sapiens), P26358. 360,000 compounds, 0.83% hits; in the data active means inhibition above about 50%
Rin1-Abl PPI inh – inhibitors of Rin1-Abl protein binding, primary screen, biochemical, TR-FRET; Tyrosine-protein kinase ABL1 (Homo sapiens) + Ras and Rab interactor 1 (Homo sapiens), …; inhibition, % at 7.35 µM; 360,000 compounds, 0.4% hits; AID 588664, 2011; in the data active means inhibition above about 5%, passing the limit was not always enough
Active calls of the source: *; i = inactive; . = no result given; + = active, no number.

SMILES	SUMO1 PPI mod	NadD inh	Rpn11 inh	CSN inh	STEP block	Scp1 inh	Neddylation inh	LMPTP inh	DNMT1 block	Rin1-Abl PPI inh
CCOc1cc(/C=C2/C(=N)N3OC(C)=CC3=NC2=O)ccc1OC(=O)c1ccco1	-8	-1	i	14	-2	-9	i	0.0	1	-5
CCOC(=O)CCCNC(=O)CCNC(=O)c1ccc(OC)cc1	-3	2	i	-5	-2	-1	i	-1.5	1	0
O=C(COC(=O)CSc1ccc([N+](=O)[O-])cc1)NCCC1=CCCCC1	-26	-4	i	-2	-1	-7	i	0.1	-3	-4
O=C(NCc1ccccc1)NCc1cccs1	-1	3	i	-3	0	3	i	0.5	0	0
O=c1c(F)cn(C2CCCO2)c(=O)n1Cc1ccccc1F (stereo not drawn)	-1	-4	i	1	-4	2	i	-0.4	6	-2
COCCN1C(=O)COc2ccccc2C1C(=O)NC(C)(C)C (stereo not drawn)	2	5	.	-1	.	.	i	-2.4	.	.
CCn1cc(CN2CCC(C(=O)Nc3ccc(Oc4ccccc4)nc3)CC2)cn1	1	0	i	0	-1	-2	i	0.4	-1	0
O=C(C1CCCCC1)N1CCN(S(=O)(=O)c2ccc(Br)cc2)CC1	2	-2	i	1	-2	-5	i	-0.4	3	-1
CC1CCN(C(=O)COC(=O)Cn2cnc3ccccc32)CC1	0	6	i	-2	2	3	i	-0.8	3	5
C/C(=N\NC(N)=O)c1ccc(Cl)s1	-6	-4	i	-2	-4	-1	i	0.2	1	0
CC1=N/C(=C/c2ccc([N+](=O)[O-])cc2)C(=O)N1c1ccc(Cl)cc1Cl	-18	6	i	2	-1	-3	i	-0.8	1	1
Cc1cc(C)cc(N(CC(=O)N2CCOCC2)S(=O)(=O)c2ccccc2)c1	2	-3	i	0	-2	-10	i	-0.2	3	-1
C[C@H](CO)N1C[C@H](C)[C@@H](CN(C)C(=O)Nc2ccc(C(F)(F)F)cc2)Oc2ccc(NS(=O)(=O)c3ccccc3)cc2C1=O	0	2	i	-4	-5	8	i	0.1	-3	1
COCCN(C(=O)CNC(=O)c1ccco1)C(C(=O)NC1CCCC1)c1ccc(F)cc1 (stereo not drawn)	2	-4	i	-6	-1	-8	i	0.0	0	1
CCN(CC)c1cc(C)c2cc(NC(=O)c3ccc(Br)o3)ccc2n1	0	7	i	6	-2	-4	i	34	-19	3
O=C(CN1C(=O)NC2(CCCC2)C1=O)N1CCN(S(=O)(=O)c2ccccc2)CC1	-1	-10	i	-3	-1	5	i	-0.6	-2	0
COc1cc(S(=O)(=O)N2CCN(c3ccccn3)CC2)ccc1Br	1	-3	i	-2	0	-4	i	1.3	-4	2
CCN(CC)S(=O)(=O)c1ccc2c(c1)c(=O)c(C(=O)N1CCOCC1)cn2C	-2	3	i	-3	1	-8	i	-0.2	4	3
COc1ccc(CN(C(=O)c2ccco2)c2ccc(C)cc2)cc1OC	1	-3	i	-1	1	-1	i	-2.0	2	3
CCS(=O)(=O)N1CCCC(C(=O)NCCN(C)Cc2ccccc2)C1 (stereo not drawn)	-8	1	i	-9	-2	-4	i	-3.0	0	2
CN(Cc1ccccc1)C(=O)c1ccc(NC(=O)Cc2cccc(NC(=O)C3CCN(C(=O)C4CCCCC4)CC3)c2)cc1	8	13	i	2	0	-3	i	-0.7	-8	3
O=C(COc1ccc(Cl)cc1)N/N=C/c1cccc2cccnc12	-1	-2	i	-1	2	2	i	-0.1	8	-3
O=C(N[C@H]1CC1c1ccccc1)c1ccc([N+](=O)[O-])cc1 (stereo partly drawn)	-31	-2	i	-4	-1	-14	i	-0.6	1	-1
O=C(Nc1nnc(/C=C/c2ccccc2)s1)c1ccco1	-19	1	i	5	0	-8	.	-0.6	4	-3
CCC12CN3CC(CC)(CN(C1)C3c1ccccc1Cl)C2O (stereo not drawn)	-2	-3	i	0	-1	-1	i	-1.5	2	-1
COc1ccc(-c2cc(C(=O)NCc3cn(C)nc3C)c3ccccc3n2)cc1OC	-8	-1	i	1	2	1	i	1.2	-9	-4
CCCc1nc(-c2ccccc2)c(-c2ccc(OC)c(OC)c2)c(=O)[nH]1	-7	-2	i	-1	-2	-5	.	-0.2	1	-1
CCOC(=O)C1CCN(C(=O)COc2ccc(Br)cc2Br)CC1	0	1	i	7	3	-1	i	-0.3	3	0
Cc1ccc(CN(C)C(=O)c2cccc(S(=O)(=O)N3CCN(Cc4ccccc4)CC3)c2)o1	4	-4	i	-3	1	-8	i	-1.2	6	3
CCC(C)NCCOCCOc1ccc(Br)cc1 (stereo not drawn)	3	-8	i	7	1	-4	i	-1.1	-1	2

4 compounds out of the list above, ordered by their value in DNMT1 block, descending.
mol,DNMT1 block
O=C(COc1ccc(Cl)cc1)N/N=C/c1cccc2cccnc12,8
COc1ccc(CN(C(=O)c2ccco2)c2ccc(C)cc2)cc1OC,2
CC1=N/C(=C/c2ccc([N+](=O)[O-])cc2)C(=O)N1c1ccc(Cl)cc1Cl,1
O=C(COC(=O)CSc1ccc([N+](=O)[O-])cc1)NCCC1=CCCCC1,-3

Continuation.
SMILES	SUMO1 PPI mod	NadD inh	Rpn11 inh	CSN inh	STEP block	Scp1 inh	Neddylation inh	LMPTP inh	DNMT1 block	Rin1-Abl PPI inh
CC1(c2ccccc2)NC(=O)N(CC(=O)NCCN2C(=O)S/C(=C\c3cccnc3)C2=O)C1=O (stereo not drawn)	-41	3	i	1	-1	-10	i	-1.4	0	1
CCC(C)[C@H](NC(=O)Nc1ccccc1F)C(=O)OC (stereo partly drawn)	-3	-2	i	-3	0	0	i	-1.1	1	-4
O=C(c1ccc(-c2cc(O)c3ncccc3c2)cc1)N1CCNCC1	-15	-3	i	-4	2	-9	i	13	4	-6
CCOc1cc(C(=O)N/N=C/C2CC=CCC2)cc(OCC)c1OCC (stereo not drawn)	2	4	i	10	-1	-4	i	-0.7	-1	-1
CCOC(=O)CN(C(=O)CSc1nnc(-c2ccc(OC)c(OC)c2)o1)c1ccc(F)cc1	-2	0	i	-1	-4	-6	i	-0.6	-3	2
COc1ccc(C=NNC(=S)NC23CC4CC(CC(C4)C2)C3)cc1OC	-1	7	i	-6	-5	2	i	2.9	-5	0
CC1CN(C(=O)c2c([N+](=O)[O-])cnn2C)CC(C)O1 (stereo not drawn)	2	-1	i	-4	-2	-4	i	-0.8	14	1
CCCc1c(C)nc(N2CCN(c3ccccc3OC)CC2)[nH]c1=O	0	-4	i	1	2	-12	i	-1.3	2	-2
CCn1c(SCC(=O)N2CC(C)OC(C)C2)nc2c([nH]c3ccccc32)c1=O (stereo not drawn)	-1	3	i	-2	2	0	i	0.7	0	5
O=C(CCC(=O)N1CCOc2ccccc21)NCc1ccccn1	0	2	i	4	-2	-9	i	-2.7	3	1
CC(/C=C1\SC(=O)N(CCCC(=O)O)C1=O)=C\c1ccccc1	-16	7	i	2	2	-13	i	0.3	-2	2
CN(CCCn1ccc(N)nc1=O)Cc1ccco1	1	5	i	-3	-1	.	i	-0.3	3	-1
O=C(Nc1cccc([N+](=O)[O-])c1)Nn1cnnc1	-19	-5	i	-1	-2	-8	i	-1.1	0	3
CC1(C(=O)NS(=O)(=O)c2cccc(C#N)c2)CCN1C(=O)C/C=C/c1ccccc1 (stereo not drawn)	3	-1	i	-2	-1	.	i	-1.9	-5	0
CC1CN(C(=O)c2cccc(Oc3ccccc3)c2)CC(C)O1 (stereo not drawn)	5	-7	i	-1	-2	-6	i	-0.4	1	0
CCC(C)N1C(=O)S/C(=C/c2ccc(Sc3nc4ccccc4[nH]3)o2)C1=O (stereo not drawn)	-6	14	i	5	1	3	i	2.5	-4	5
Cc1cccn2c(=O)nc(SCC(=O)c3ccccc3)nc12	2	-1	i	-4	3	2	i	0.2	3	2
Clc1ccc(-n2nnnc2CN2CCOCC2)cc1	0	9	i	-4	-1	-7	i	-1.5	-2	0
COc1ccc(NC(=O)C(C)Sc2nnc(C3CC3)n2C2CC2)cc1 (stereo not drawn)	7	1	i	-5	0	-5	i	-2.0	0	0
CC(C)(Oc1ccc(Cl)cc1)C(=O)NC1=NN(c2ccccc2)C(=O)C1	7	10	i	-4	-2	3	i	1.0	-3	1
Cc1ccc(S(=O)(=O)c2cc3c(=O)n4ccccc4nc3n(CCc3ccccc3)c2=N)cc1	5	23	i	-4	2	20	i	3.7	3	0
CCc1ccc(-c2cc3c(=O)n(CC(=O)NCCCN4CCN(Cc5ccccc5)CC4)nc(C)n3n2)cc1	-3	-11	i	1	-3	-9	i	-4.1	4	2
Oc1ccc(/C=N/Nc2ccnc3cc(Cl)ccc23)c(O)c1O	10	59*	+	14	14	-12	i	46	-7	24*
C/C(=N\NC(=O)c1csc(C)c1C)c1ccc(Cl)s1	-2	4	i	0	-1	-7	i	0.9	1	0
O=C(c1ccc(F)cc1)N1CCN2C(=O)c3ccccc3C12c1ccc(Cl)cc1 (stereo not drawn)	3	-2	i	-5	0	-1	i	1.8	0	-1
Cc1cc(C)n(CCCNC(=O)c2ccco2)n1	-2	1	i	-3	-1	1	i	-0.8	1	0
COc1ccc(/C=N/OCc2nc3c4c(ncn3n2)Oc2ccc3ccccc3c2C4c2ccccc2)cc1 (stereo not drawn)	-3	17	i	-3	5	-25	i	0.5	2	-2
CC1CCCN(C(=O)CNS(=O)(=O)c2cccs2)C1 (stereo not drawn)	2	2	i	1	0	-4	i	-1.0	1	1
COCCN(C(=O)COC(=O)CCOc1ccccc1C)c1c(N)n(Cc2ccccc2)c(=O)[nH]c1=O	3	-1	i	2	0	-6	i	-0.5	-2	2
